# Pf apPOL inh: Pf-apPOL inhibitors, biochemical, fluorescence; Recombinant Pf-apPOL, molecular beacon fluorescence, 1.5 h; inhibition, % at 10 µM; actives 0.25% (n = 210,000); AID 1794808, 2022
# mHTT CaM bind: mutant huntingtin-calmodulin interaction inhibitors – biochemical, AlphaScreen, primary screen | P42858 | AlphaScreen His-mHTT/GST-CaM binding, luminescence | inhibition, % at 15 µM | actives 3.6% (n = 190,000) | AID 1671202, 2021;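 note: 0% = both proteins with DMSO and 100% = one protein alone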
# * hit, by the source's call; i = inactive; · = not tested or not shown; & = joins results of further samples. Cut-off read from the data, not from the text of the source: active = inhibition above about 50%; inactive = the rest. Hits appear at their usual frequency; 3.6% or so of the library scored in one or more.
# Each structure is followed by: Pf apPOL inh | mHTT CaM bind
> CCC(=O)Nc1nnc(SCc2cc(=O)c(OC(=O)COc3ccccc3)co2)s1
  30 | 21
> Cc1ccc(C(O)CN2CCN(c3ccccn3)CC2)cc1 (centres undefined)
  -6 | -5
> O=C(CCCS(=O)(=O)c1ccc(F)cc1)Nc1nc(-c2ccc([N+](=O)[O-])cc2)cs1
  -6 | 3
> Cc1cccc(N2CCN(C(=O)c3ccc4nc(-c5ccco5)c(-c5ccco5)nc4c3)CC2)c1C
  0 | 78*
> CN1CCOc2ccc(NC(=O)Cc3cccs3)cc2C1=O
  13 | -3
> COc1ccc(-n2nc3c(c2NC(C)=O)CS(=O)C3)cc1 (centres undefined)
  -6 | -1
> Cc1ccc(Cl)cc1NC(=O)c1ccc(F)cc1
  -2 | -10
> COc1ccc(C(NC(=O)C(C)C)c2ccc3cccnc3c2O)cc1OC (centres undefined)
  3&-2 | 100*
> O=C1OC(c2ccco2)=N/C1=C/c1cccc(OCc2ccccc2)c1
  -2 | 15
> COCCNC(=O)C1c2ccccc2CC(=O)N1CCOC (centres undefined)
  -5 | -2
> Cc1ccc(NC(=O)CN2CCC(C(=O)NCc3c(F)cccc3F)CC2)c(C)c1
  -6 | -14
> COc1ccc(CN2CCc3nc(N4CCN(c5ncccn5)CC4)ncc3C2)cc1
  -4 | 100*
> Cc1c(NC(=O)CCN2C(=O)c3ccccc3C2=O)cccc1C(=O)O
  -1 | -2
> CC1=C2CCCC2CCC1=NNc1nc(-c2ccccc2)cs1 (centres undefined)
  12 | ·
> COc1cccc(C(=O)Nc2nccn(-c3ccc(F)c(F)c3)c2=O)c1
  -2 | 11
> Cc1ccc(-c2nc3ncccc3o2)cc1NC(=O)c1cc(Br)ccc1Cl
  -3 | 9
> N#Cc1c2c(c(NCCOCCO)n3c1nc1ccccc13)CCCC2
  -78 | 1
> Cc1ccccc1CNC(=O)c1csc(-c2cn(C)c3ncccc23)n1
  -1 | 72*
> COc1ccc(NC(=O)c2sc(SC)nc2N)cc1
  -2 | 18
> CC(=O)N1CCN(c2nc(-c3ccccc3)c3cc(Cl)ccc3n2)CC1
  6 | -5
> O=C(COc1ccccc1)Nc1ccccc1Cl
  1 | 0
> CCc1ccc(-n2[nH]c3c(cnc4ccc(C(=O)NC5CCCC5)cc43)c2=O)cc1
  -2 | -1
> CC1=C(C(=O)Nc2ccc(Cl)cc2)C2(CCCCC2)OC1=O
  -3 | 0
> CN(C(=O)c1cn(-c2ccc(F)cc2F)c(=O)c2ccccc12)C1CCCCC1
  -4 | -1
> CN1c2cc(F)ccc2C(=O)NC12CCN(C(=O)c1ccc(F)cc1)CC2
  0 | -2
> CCOc1ccc(-c2cn3ccn(-c4ccc(OC)cc4)c(=O)c3n2)cc1
  -8 | 0
> O=C(c1cccs1)N1N=C(c2cccs2)CC1c1cccc([N+](=O)[O-])c1 (centres undefined)
  -3 | 28
> COc1ccc(Cl)cc1NS(=O)(=O)c1ccc(OC)c(OC)c1
  2&2 | -5&-3
> CCOC(=O)Nc1ccc(OC(C)C)cc1
  -6 | 0
> O=C(NCc1ccc(Cl)cc1)c1ccc(Cn2nnc3ccsc3c2=O)cc1
  -4 | 0
> N#Cc1ncc(C(F)(F)F)cc1Oc1ccc(Cl)cc1
  -20 | ·
> CC1CCc2onc(C(=O)N3CCCCC3)c2C1 (centres undefined)
  -1 | -8
> CC=C(C)C(=O)Nc1nncs1
  -20 | ·
> COc1ccc(C(C)C(=O)c2ccc(O)cc2O)cc1 (centres undefined)
  -6 | ·
> CC(C)(C)NC(=O)C1CC2CCCCC2CN1C(=O)c1ccc(C(F)(F)F)cc1 (centres undefined)
  1 | ·
> COc1ccc(Nc2nc(N(C)C)nc3nccnc23)cc1
  -20 | 55*
> CCc1cccc(NC2CC(=O)N(c3ccc(Br)cc3)C2=O)c1 (centres undefined)
  2 | -8
> COc1ccc(NC(NC(=O)c2cccs2)C(Cl)(Cl)Cl)cc1 (centres undefined)
  2 | 19
> Cc1ccccc1C(=O)N1CCC2(CC1)NC(=O)c1ccccc1N2C
  0 | -10
> Cc1cc([N+](=O)[O-])c(N2CCCC2)cc1NC(=O)c1cccc(Br)c1
  -12 | 48
> CCOC(=O)c1cc(C#N)c2ccccn2c1=O
  -13 | ·
> O=C1CSC(c2ccc3c(c2)OCO3)N1c1ccc(Oc2ccccc2)cc1 (centres undefined)
  -1 | 100*
> CC(C)=CCCC1(C)OC(=O)N(CCOC23CC4CC(CC(C4)C2)C3)C1(C)O (centres undefined)
  3 | 8
> CC(C)NC(=O)c1ccc(OCC2CCCN2C(=O)c2ccc(N(C)C)cc2)cc1 (centres undefined)
  3 | 25
> N#CC1=C(N)C(C#N)(C#N)C(c2ccccc2C(F)(F)F)C2CCCC=C12 (centres undefined)
  1 | 30
> CN(C)CCN1CCC(CN)C1 (centres undefined)
  6 | 2
> Nc1c(Cl)cc(NS(=O)(=O)c2ccccc2)cc1Cl
  -5 | -3
> COc1ccc(C2=NN3C(C2)c2cccc(OC)c2OC3(C)C)cc1 (centres undefined)
  -18 | 51*
> CCc1onc(C)c1C1CCCN1C(=O)Cn1nc(C(F)(F)F)cc1C (centres undefined)
  10 | 0
> Nc1n[nH]c(Cc2nc3ccccc3[nH]2)n1
  -3 | 26

# (list continues)
# Each structure is followed by: Pf apPOL inh | mHTT CaM bind
> CCC(=O)N1CCc2cc(Br)cc(S(=O)(=O)Nc3ccc(C)cc3)c21
  -4 | 4
> Cc1occc1C(=O)Nc1ccc(Cl)cc1F
  3 | 10
> Cc1cc(C)nc(SCc2nc3ccccc3nc2C)n1
  · | -8
> O=C(Nc1ccc(F)cc1)/C(=C\c1ccc2c(c1)OCO2)NC(=O)c1ccccc1Cl
  8 | 1
> COc1cc2c(C(=O)N(C)CCc3ccccn3)cn(CC(C)C)c(=O)c2cc1OC
  -7 | 7
> CCn1ccnc1N1CCN(CC(=O)Nc2cc(Cl)ccc2OC)CC1
  -31 | 5
> Cc1c(Cl)cccc1NC(=O)c1cc2nc(-c3ccco3)cc(C(F)(F)F)n2n1
  -4 | -6
> Cc1ccc2ncn(C3CCN(C(=O)Nc4ccc(C)c(F)c4)CC3)c(=O)c2c1
  -1 | 1
> Cc1nn(C(=O)c2ccnn2C)c(C)c1Br
  5 | -9
> CC1=NN(c2ccc(Cl)c(C(=O)O)c2)C(=O)/C1=C/c1ccc(Br)cc1
  -2 | 2
> Cc1[nH]nc(SCC(=O)Nc2cccc(C(F)(F)F)c2)c1[N+](=O)[O-]
  1 | -1
> CC(=O)Nc1cccnc1-c1ccc(C(=O)Nc2cccc(Cl)c2C)cc1
  23 | 16
> CSc1nnc(-c2ccccc2)c(-c2ccccc2)n1
  3 | -8
> Cc1nn(C(=O)c2sc3ccccc3c2Cl)c(C)c1Cl
  -4 | -2
> Cc1ccc(Cn2c(N3CCCC(C(=O)NC4CC4)C3)nc3ccsc3c2=O)cc1 (centres undefined)
  -6 | -4
> CCc1ccc(S(=O)(=O)N2CCC(n3c(-c4ccoc4)nc4cccnc43)C2)cc1 (centres undefined)
  -3 | 15
> COc1cc(Cl)ccc1C(=O)N1CCCN(C2CCN(Cc3ccccc3)C2=O)CC1 (centres undefined)
  -4 | 19
> Cc1ccc(-n2cc(C(=O)NCc3ccccc3)nn2)cc1C
  -4 | -3
> O=C1NC(=O)C(=Cc2ccc(Oc3ccc([N+](=O)[O-])cn3)cc2)C(=O)N1
  -2 | 15
> N/N=C1/C2CN3CCN(C2)CC1(Cc1ccc(O)cc1)C3
  · | i
> O=C(CNS(=O)(=O)c1ccc(Br)s1)Nc1ccc(F)cc1Cl
  -3 | 12
> O=C(Cc1ccccc1F)Nc1cnc(N2CCCCCC2)nc1
  -5 | 7
> O=C(NC12CC3CC(CC(C3)C1)C2)c1ccc(F)cc1
  -6 | 2
> CCOc1ccc(CN2CCCC2c2cc(CC)no2)cc1OC (centres undefined)
  2 | 6
> CCCN(CCC)C(=O)C1c2ccccc2Oc2ccccc21
  -4 | -4
> CCc1ccc(OCC(=O)Nc2ncc(C)s2)cc1
  3 | -9
> CCc1cc(C2CCCN2C(=O)Nc2cc(OC)c(OC)c(OC)c2)on1 (centres undefined)
  0 | -2
> COc1ccc(NC(=O)CSc2nnc3nc(C)cc(C)n23)cc1
  4&1 | -3&-3
> NC(N)=Nc1nc2ccccc2o1
  -2 | -10&-4
> CSc1nccc(-c2ccsc2)n1
  -10 | ·
> O=C(CC(=NNc1ccc([N+](=O)[O-])cc1)C(F)(F)F)C(F)(F)F
  -18 | ·
> NS(=O)(=O)c1ccc(NNC(=O)c2c(F)cccc2Cl)cc1
  -6 | ·
> O=C(Nc1ccc(S(=O)(=O)NC23CC4CC(CC(C4)C2)C3)cc1)c1ccc(Cl)cc1
  1 | ·
> COc1ccccc1CC(=O)N1CCc2c(nc[nH]c2=O)C1
  1 | -5
> COCC(=O)Nc1ccc(-c2nc(-c3ccc(C)cc3C)co2)cc1
  -6 | 15
> Cn1c(=O)c(-c2ccc(C(=O)N3CCCCC3)cc2)nc2ccccc21
  -3 | 0
> CCC(=O)N1CCN(S(=O)(=O)c2ccc(C)cc2)C1C (centres undefined)
  -4 | -1
> CCC(NS(=O)(=O)c1cc(OC)ccc1OC)C12CC3CC(CC(C3)C1)C2 (centres undefined)
  0 | -3
> COc1ccc(OC)c(N=c2oc3c(C)ncc(CO)c3cc2C(=O)Nc2ccccc2C)c1
  0 | 0
> COc1cccc(Oc2c(C)oc3c(CN4CCN(CCO)CC4)c(O)ccc3c2=O)c1
  -2 | 2
> CCN1C(=O)c2cccnc2Sc2cc(CNC(=O)C(C)(C)C)ccc21
  -6 | -3
> CCN1C(=O)C(C)(C(=O)Nc2ccccc2)Oc2cccnc21 (centres undefined)
  2 | -4
> O=C(C1CN(c2nc3c(F)cccc3s2)C1)N1CCN(c2ccccc2O)CC1
  -14 | 26
> Cn1ccnc1N1CCN(C(=O)COc2ccc3ccccc3c2)CC1
  -2 | 8
> CC1(C(=O)NC2CCCC2)CCC(=O)N1CCC1=CCCCC1 (centres undefined)
  3 | 2
> CCN(C/C=C/c1ccccc1OC)Cc1ccccc1
  19 | -9
> O=c1[nH]c(Nc2nc3ccccc3o2)nc2ccccc12
  -1&-4 | -3&-6
> CC(O)c1ccc(C(C)O)cc1 (centres undefined)
  -11 | -4
> O=C(NCc1cccs1)c1ccc(NC(=O)C2CC2)cc1N1CCCCCC1
  0 | 14
> O=C(CCCc1ccccc1)Nc1ccc(F)cc1F
  0 | -16

# Carrying on.
# Each structure is followed by: Pf apPOL inh | mHTT CaM bind
> COc1ccc(CNC(=O)c2ccc3c(c2)nc2n3CCCCC2)cc1OC
  -5 | 4
> COc1ccc(C=C2Oc3c(ccc4c3CN(Cc3ccco3)CO4)C2=O)cc1OC
  -29 | 58*
> O=C1CCCC2=C1C(c1ccc(Br)cc1)n1ncnc1N2 (centres undefined)
  -10 | -2
> CCCCC(=O)Nc1c(-c2cc(C)cc(C)c2)nc2ccccn12
  0 | 8
> COc1cc(NS(=O)(=O)c2ccc3[nH]c(=O)sc3c2)cc(OC)c1OC
  -2 | 4
> O=C1OC(c2cccc(I)c2)=N/C1=C\c1ccccc1Cl
  -1 | 4
> CC1(C)Cc2ccccc2C(C[N+](=O)[O-])=N1
  -14 | -3
> CC(=O)c1cccc(NC(=O)COc2ccccc2)c1
  -7 | -1
> O=C(Nc1ccc2c(c1)OCCO2)C1CCCN(C(=O)c2ccccc2F)C1 (centres undefined)
  10 | 34
> COc1ccc(N(CC(=O)N2CCOCC2)S(C)(=O)=O)c(OC)c1
  -8 | -1
> Cc1cc(C)c2oc(-c3ccc(NC(=O)c4ccc([N+](=O)[O-])cc4)cc3)nc2c1
  3 | -3
> COc1cc(OC)cc(C(=O)N2CC3CC(NC(=O)c4cccs4)C2C3)c1 (centres undefined)
  -3 | 8
> O=C(Nc1c2c(nn1-c1ccc(Cl)cc1)CS(=O)(=O)C2)c1ccc(Br)cc1
  -4 | 24
> Cc1ccccc1C=C1Oc2cc(O)ccc2C1=O
  -3 | -1
> CCN(CC)CCCNC(=O)c1ccc2c(c1)NC(=O)C(N1CCCC1)S2 (centres undefined)
  -20 | 3
> Cc1oc(C2CCN(C(=O)c3cccnc3)CC2)nc1C(=O)N1CCSCC1
  -1 | -5
> Cc1cc(C(F)F)n2nc(C(=O)N3CCCC3c3ccc(F)cc3)nc2n1 (centres undefined)
  -2 | 20
> CCc1onc(C)c1C1CCCN1C(=O)c1ccnn1CC (centres undefined)
  2 | -5
> COc1cc2c(cc1OC)CN(CCCN)CC2
  -4 | -2
> Cc1cccc(NC(=O)C(C)Oc2cccc(Cl)c2)n1 (centres undefined)
  1 | -23

# Record cards (already shown):
# `Cc1oc(C2CCN(C(=O)c3cccnc3)CC2)nc1C(=O)N1CCSCC1` across the screens: Pf apPOL inh = -1; mHTT CaM bind = -5
# `COc1cc(OC)cc(C(=O)N2CC3CC(NC(=O)c4cccs4)C2C3)c1` (centres undefined) across the screens: Pf apPOL inh = -3; mHTT CaM bind = 8
# `O=C(Nc1c2c(nn1-c1ccc(Cl)cc1)CS(=O)(=O)C2)c1ccc(Br)cc1` across the screens: Pf apPOL inh = -4; mHTT CaM bind = 24

# Back to the main list; the 4 compounds before the break are reprinted first.
# Each structure is followed by: Pf apPOL inh | mHTT CaM bind
> Cc1cc(C(F)F)n2nc(C(=O)N3CCCC3c3ccc(F)cc3)nc2n1 (centres undefined)
  -2 | 20
> CCc1onc(C)c1C1CCCN1C(=O)c1ccnn1CC (centres undefined)
  2 | -5
> COc1cc2c(cc1OC)CN(CCCN)CC2
  -4 | -2
> Cc1cccc(NC(=O)C(C)Oc2cccc(Cl)c2)n1 (centres undefined)
  1 | -23
> CCS(=O)(=O)N1CCN(Cc2ccc(OC)c(OC)c2OC)CC1
  -7 | 4
> C=C(C)COc1ccc2c(=O)c(Oc3ccc(C(=O)OCC)cc3)coc2c1
  -7 | -1
> O=C(CCC(=O)Nc1nccs1)Nc1nccs1
  · | -8
> COc1ccc(OC)c(NC(=O)c2ccnc(N3CCNC(c4ccccc4)C3)c2)c1 (centres undefined)
  -3 | 34

# Assay outcomes deposited in PubChem by University of Kansas High Throughput Screening Laboratory.
